rCAG binder: molecules binding r(CAG) RNA repeats | inhibition, % at 3 µM | 1.3% of 370,000 active | AID 651821 | r(CAG) RNA repeat, TO-PRO-1 dye displacement fluorescence;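 active = inhibition above the plate cutoff, the mean of all test compounds on that plate plus 3 SD, cut at about 35% in these data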;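 also: 0% = DMSO alone and 100% = 100 µM mitoxantrone as full dye displacement; higher means more dye released from RNA so lower well fluorescence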
PRMT1 inh: inhibitors of human PRMT1. recombinant PRMT1, activity-based probe fluorescence polarization. inhibition, % at 2.79 µM. Q99873. 1.3% of 370,000 active. AID 652257;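 active = inhibition above about 21% made by adding two undisclosed values, limit read from the data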
Target sequence (Q99873 whole entry, looked up): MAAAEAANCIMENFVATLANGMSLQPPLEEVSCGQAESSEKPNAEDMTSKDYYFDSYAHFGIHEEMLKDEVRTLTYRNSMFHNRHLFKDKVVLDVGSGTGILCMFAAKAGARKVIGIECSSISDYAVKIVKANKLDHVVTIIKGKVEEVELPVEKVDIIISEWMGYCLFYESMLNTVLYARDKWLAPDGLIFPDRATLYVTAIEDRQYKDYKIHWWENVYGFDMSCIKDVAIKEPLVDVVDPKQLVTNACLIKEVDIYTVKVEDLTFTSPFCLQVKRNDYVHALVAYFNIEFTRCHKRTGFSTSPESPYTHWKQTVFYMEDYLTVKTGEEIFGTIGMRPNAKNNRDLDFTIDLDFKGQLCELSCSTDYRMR
LEDGF integ inh: blocks HIV-1 LEDGF/p75-dependent DNA integration. AID 743269. TR-FRET IN-LEDGF/p75 DNA integration, Eu/Cy5. 0.64% of 370,000 active. inhibition, % at 3.7 µM;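 active = inhibition above the screen-wide mean plus 3 SD, cut at about 13% in these data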;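 also: signal is the Cy5 over europium emission ratio at 671 and 618 nm; 0% = plate median of compound wells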
SIAE inh: blocks human sialic acid acetylesterase; Q9HAT2; SIAE FP-Rh probe binding, fluorescence polarization; inhibition, % at 9.66 µM; 0.69% of 370,000 active; AID 1053197;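 active = inhibition above a cutoff: mean of compounds within the control limits plus 3 SD of those, cut at about 17% in these data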;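 also: 0% = plate median of compound wells and 100% = probe without SIAE protein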
HTRA1 inh: blocks human HTRA1 serine peptidase. AID 504803. inhibition, % at 5.96 µM. recombinant HTRA1, FP-rhodamine activity-based probe, fluorescence polarization. 0.5% of 340,000 active; in the data active = inhibition above about 36%;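 also: 0% = enzyme with DMSO and 100% = wells lacking enzyme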
NR1D1 modulator: Rev-erb alpha (human) modulation; activity, % at 10 µM; P20393; 0.79% of 370,000 active; Rev-erbα–FITC-DNA binding, fluorescence polarization, 90 min; AID 1259318;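 active = activity above about 14%, limit read from the data; passing the limit was not always enough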;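 also: 0% = DMSO wells with 35 nM protein and 100% = DMSO wells with 750 nM protein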
Target sequence (P20393 whole entry, looked up): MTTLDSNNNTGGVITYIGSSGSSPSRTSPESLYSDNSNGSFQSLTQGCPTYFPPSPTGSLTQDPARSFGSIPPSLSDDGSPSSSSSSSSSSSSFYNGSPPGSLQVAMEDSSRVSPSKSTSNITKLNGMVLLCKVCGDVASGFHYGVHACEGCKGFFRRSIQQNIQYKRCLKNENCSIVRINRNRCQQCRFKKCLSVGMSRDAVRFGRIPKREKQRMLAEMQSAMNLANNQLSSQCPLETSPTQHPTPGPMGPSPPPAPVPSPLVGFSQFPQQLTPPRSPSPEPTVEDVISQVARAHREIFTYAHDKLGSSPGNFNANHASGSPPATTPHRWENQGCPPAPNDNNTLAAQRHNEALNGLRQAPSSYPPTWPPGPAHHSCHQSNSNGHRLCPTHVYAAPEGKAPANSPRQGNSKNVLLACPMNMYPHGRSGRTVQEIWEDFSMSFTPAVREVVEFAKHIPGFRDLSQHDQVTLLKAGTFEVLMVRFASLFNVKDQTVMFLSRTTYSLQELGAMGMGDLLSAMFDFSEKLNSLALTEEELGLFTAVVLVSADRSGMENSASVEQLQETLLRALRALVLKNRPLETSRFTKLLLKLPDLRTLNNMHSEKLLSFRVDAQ
PG9 Ab binder: binds the HIV-1 gp120 antibody PG9 | TR-FRET gp120-PG9 antibody binding | inhibition, % at 6.7 µM | 0.43% of 360,000 active | AID 624416; in the data active = inhibition above about 8.5%
mABHD4 FP: ABHD4 (mouse) inhibition, primary FP screen | purified mABHD4, FP-Rh probe fluorescence polarization | inhibition, % at 8.92 µM | 0.54% of 370,000 active;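 active = inhibition exceeding the mean over every tested compound plus 3 SD, cut at about 30% in these data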;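 also: 0% = plate median of compound wells and 100% = S159A mutant with DMSO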
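Doses – 8.92 µM, single dose · Material – wild-type mouse ABHD4 protein · Replication – single well per compound (singlicate) · Measure – percent inhibition of probe binding, normalized to plate controls · Schedule – 45 min compound pre-incubation plus 60 min probe step, 25 °C · Detection – fluorescence polarization with parallel and perpendicular emission, 525/598 nm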
TDP2 inh: blocks human TDP2 phosphodiesterase activity. AID 720702. recombinant TDP2, T5PNP hydrolysis, p-nitrophenol absorbance 415 nm. 0.34% of 370,000 active. O95551. inhibition, % at 12.8 µM;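 active = inhibition above the mean of all tested compounds plus 3 SD, set per campaign, cut at about 25% in these data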;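 also: 0% = DMSO with enzyme and 100% = buffer with substrate but no TDP2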
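System – recombinant human TDP2 · Quantity – TDP2 enzyme at 120 nM final · Doses – single concentration, 12.8 µM nominal, with 1% DMSO · Incubation – 2 h at 37 °C · Measured by – epi absorbance of p-nitrophenol freed from T5PNP by hydrolysis · Read-out – % inhibition relative to enzyme-containing and enzyme-free wells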
TCR CD3 inh: blocks the human TCR-CD3 interaction; inhibition, % at 9.4 µM; TAMRA-labeled TCR probe fluorescence, biochemical; 0.37% of 360,000 active; in the data active = inhibition above about 19%;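 also: recombinant mutant TCR 2C K166C tagged with TAMRA read by polarization; 0% = receptor in buffer alone and 100% = receptor with positive control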
* hit, by the source's call; · = not tested or not shown. These rows are one share of the data. The share of hits here may be higher or lower than overall.

SMILES | rCAG binder | PRMT1 inh | LEDGF integ inh | SIAE inh | HTRA1 inh | NR1D1 modulator | PG9 Ab binder | mABHD4 FP | TDP2 inh | TCR CD3 inh
O=C(N/N=C/c1cc2c(cc1Br)OCO2)c1c[nH]c2ccccc12 | 14 | 2 | 1 | -63 | -80 | -3 | -2.1 | -28 | 9 | 7
CCOC(=O)c1cc(S(=O)(=O)N(C)Cc2ccccc2)cn1C | -3 | 0 | 3 | -1 | -5 | 4 | -1.8 | -1 | 2 | -1
CN1CCN(C(c2ccc(Br)cc2)c2cc(Cl)c3cccnc3c2O)CC1 (stereo not given) | 9 | -3 | 40* | -4 | 52* | -2 | 0.1 | -5 | -18 | -16
CN(CC(=O)NCc1cccs1)CC(=O)Nc1ccccc1Cl | 4 | 0 | -1 | -3 | 2 | -7 | -0.4 | 12 | -7 | 1
Cc1nn(-c2ccccc2)c(C)c1/C=N/n1c(-c2ccncc2)n[nH]c1=S | 1 | 2 | -2 | 0 | -6 | 6 | 0.2 | 1 | 5 | -4
Cc1cc(=O)[nH]c(SCc2cn3ccccc3n2)n1 | -5 | 0 | -5 | -1 | 1 | -7 | -0.6 | 4 | -3 | 0
C/C=C(/C)C(=O)O[C@@H]1[C@H](OC(=O)C=C(C)C)c2c(ccc3ccc(=O)oc23)OC1(C)C | 0 | -3 | -2 | -6 | -6 | -7 | 3.2 | -13 | -18 | -3
CN(C)C1(CNC(=O)c2cccc(S(=O)(=O)Nc3ccc(Br)cc3)c2)CCCCC1 | 0 | 0 | -2 | 3 | 0 | -6 | 2.0 | 2 | 0 | 7
Cc1nnn(-c2nonc2N)c1C(=O)N/N=C/c1cccc2ccccc12 | 2 | -2 | -1 | 7 | -2 | -32 | 0.1 | -5 | 0 | 2
COc1ccc(C)cc1S(=O)(=O)N(C)CC(=O)N1CCCC1 | 1 | 1 | -5 | -12 | -4 | -6 | -1.5 | -1 | 1 | 1
Cc1ccc(S(=O)(=O)Nc2cccnc2)cc1 | 0 | -1 | 0 | 10 | 8 | 1 | -1.3 | 0 | 3 | 9
Cc1cccc(-n2c(SCC(=O)Nc3ncc(Cl)cc3Cl)nc3ccccc32)c1 | 0 | -2 | 5 | -6 | -53 | 1 | -2.2 | -14 | 3 | 3
Cc1ccc(-c2cc(C(=O)N/N=C/C(Br)=C/c3ccccc3)n[nH]2)o1 | 19 | 8 | 1 | -38 | -76 | 2 | -2.5 | -38 | -5 | 3
COc1cc(C(=O)N2CCN(c3ccccc3)CC2)c2ccccc2n1 | 3 | 5 | -1 | -1 | -3 | -2 | 0.1 | -8 | 4 | 2
COC(=O)CC1C(=O)NCCN1C(=O)CSc1nc2cc(Cl)ccc2o1 (stereo not given) | -3 | -2 | 1 | 21* | -2 | 0 | -0.5 | -4 | -15 | 2
O=[N+]([O-])c1ccc(CN2CC(N3CCC(c4ccccc4)CC3)CS2(=O)=O)cc1 (stereo not given) | 1 | 2 | -1 | 1 | · | -5 | -0.3 | 6 | 3 | 0
O=C(O)c1cccc(-c2ccc3c(c2)OCO3)c1 | -2 | -1 | 0 | -2 | 4 | 0 | -0.2 | 3 | -8 | 0
CCOc1ccc(NC(=O)c2nc(SCC)ncc2Cl)cc1 | -4 | 3 | 0 | -6 | -8 | -5 | 2.4 | 3 | 3 | -6
COC1C(CO)OC(n2cnc3c(=S)nc(N)[nH]c32)C1O (stereo not given) | 0 | 3 | 4 | -1 | 4 | 1 | -3.1 | -2 | -1 | 6
Cc1c(CC(=O)O)c(=O)oc2c(C)c(OCc3c(F)cccc3Cl)ccc12 | 3 | 3 | -2 | 0 | -11 | 0 | 0.0 | 1 | -8 | -7
O=C(CCCN1C(=O)c2ccccc2C1=O)Nc1c(C(=O)C2CC2)oc2ccccc12 | 0 | 0 | -1 | -5 | 1 | 7 | -0.4 | -4 | -4 | 1
Cc1ccsc1/C=N\NC(=O)CC(=O)NCc1ccccc1 | 0 | -2 | -1 | 3 | 4 | 9 | -3.0 | -4 | -7 | 1
COc1ccc(OC)c(CN2CCN(C(=O)c3cc4ccccc4cc3O)CC2)c1 | 0 | 2 | 0 | 2 | -10 | -4 | -1.9 | 6 | -5 | 12
CC1CN(C(=O)c2cc([N+](=O)[O-])cc([N+](=O)[O-])c2)CC(C)O1 (stereo not given) | 0 | -6 | 1 | -1 | 5 | 2 | 0.6 | 3 | 7 | 7
COc1ccccc1-c1nc(SCC(=O)Nc2cc(C)on2)c2c(=O)n(C)c(=O)n(C)c2n1 | -3 | -1 | -1 | -5 | 5 | 72* | -0.4 | 5 | 1 | -3
NS(=O)(=O)c1ccc(NC(=S)N2CCN(c3cccc(Cl)c3)CC2)cc1 | 10 | 5 | 1 | 9 | -7 | -3 | -1.5 | 0 | -1 | 14
CCOC(=O)c1oc2cccc(OC(C)=O)c2c1C | -4 | -1 | 1 | 4 | 11 | 2 | -2.2 | -7 | -5 | 2
Cc1ccc(N2C(=S)NC3c4cc(Cl)ccc4OC2(C)C3C(=O)N(C)C)cc1 (stereo not given) | 0 | 8 | -2 | 1 | 4 | -2 | -1.0 | -2 | -6 | -4
CCOc1ccc2nc(NC(=O)c3ccc(OC)c(S(=O)(=O)N4CCOCC4)c3)sc2c1 | 1 | 0 | 0 | -8 | -5 | 15 | 0.5 | -7 | 1 | 2
CCN(CC(=O)NCc1ccc(F)cc1)C(=O)c1cc2ccccc2o1 | -6 | -3 | 2 | -2 | -6 | -4 | -0.1 | -1 | 4 | 5

Continued, starting with the last 2 of the part before.
SMILES | rCAG binder | PRMT1 inh | LEDGF integ inh | SIAE inh | HTRA1 inh | NR1D1 modulator | PG9 Ab binder | mABHD4 FP | TDP2 inh | TCR CD3 inh
CCOc1ccc2nc(NC(=O)c3ccc(OC)c(S(=O)(=O)N4CCOCC4)c3)sc2c1 | 1 | 0 | 0 | -8 | -5 | 15 | 0.5 | -7 | 1 | 2
CCN(CC(=O)NCc1ccc(F)cc1)C(=O)c1cc2ccccc2o1 | -6 | -3 | 2 | -2 | -6 | -4 | -0.1 | -1 | 4 | 5
COc1ccc(CCNS(=O)(=O)c2ccc(-c3ccc(=O)[nH]n3)o2)cc1OC | -2 | -2 | -3 | 15 | 0 | 4 | -0.2 | -2 | 8 | 0
Cc1cc(C)n(CC2CC(=O)N(c3ccc(Cl)c(Cl)c3)C2=O)n1 (stereo not given) | -6 | -1 | -1 | 3 | -5 | 3 | 0.2 | -1 | 1 | 7
CSc1nnc(-c2sc3cc(C(F)(F)F)cnc3c2-c2ccccc2)n1C | -5 | -1 | 1 | 0 | -3 | 3 | -2.2 | -14 | -5 | -8
COc1cccc(CNC(=O)C2CCN(S(=O)(=O)c3ccc(Br)s3)CC2)c1 | 1 | 3 | 5 | 9 | -14 | 1 | 1.5 | -9 | 3 | -3
Cc1c[nH]c2cccc(-c3ccccc3)c12 | 4 | 0 | -1 | 10 | · | 2 | · | 1 | -2 | ·
Cc1nnc(SCC(=O)Nc2sccc2C#N)n1Cc1ccccc1 | 2 | 2 | 3 | 9 | 2 | -2 | 1.4 | 7 | 6 | -1
O=C(NCC1CCCO1)C(c1ccncc1)N(Cc1cccs1)C(=O)Cn1nnc(-c2ccc(F)cc2)n1 (stereo not given) | -3 | 10 | 0 | -2 | -1 | -1 | -3.0 | -4 | 1 | 5
COc1cc(NC(=S)NNC(=O)CC(C)C)c(OC)cc1Cl | 3 | 6 | -3 | -2 | 3 | 2 | -0.3 | 1 | 9 | -8
COc1ccccc1NC(=O)CSc1nnnn1C1CCCCC1 | -3 | 0 | 1 | 4 | -4 | 2 | -1.0 | -1 | 15 | -3
CCC1=NN2C(=N)/C(=C\c3cccn3-c3cccc(Cl)c3)C(=O)N=C2S1 | 22 | -4 | 0 | 2 | -15 | -4 | 0.1 | -10 | -2 | -2
COc1ccccc1N(Cc1ccccc1)S(=O)(=O)c1cccc(C(=O)Nc2cccc(C)n2)c1 | 6 | 0 | -4 | -22 | -57 | 0 | -0.5 | -16 | -8 | -1
Cn1c(COc2ccc(Cl)cc2)nnc1SCC(=O)Nc1ccc2c(c1)CCC2 | -3 | -1 | 2 | 6 | -10 | -5 | -0.7 | 1 | -1 | 10
CCC(C)Sc1ccc([C@@H]2[C@@H]3C(=O)N(CC)C(=O)[C@@H]3[C@]3(C(=O)OC)CCCCN23)cc1 (stereo not given in full) | -1 | -2 | -2 | 10 | 4 | 8 | -0.7 | 8 | 0 | 1
O=C(/C=C/c1ccc([N+](=O)[O-])cc1)NCCc1ccc(F)cc1 | 1 | 0 | -2 | 5 | -4 | 3 | -2.2 | -2 | -5 | -1
CC(C)N(CC(=O)Nc1ccc(Cl)cc1C(F)(F)F)C(=O)CCl | -3 | 2 | -2 | 3 | 1 | -7 | 0.0 | 4 | 8 | -4

Some of these compounds in order of their number in SIAE inh, descending:
mol	PRMT1 inh	LEDGF integ inh	SIAE inh	HTRA1 inh	NR1D1 modulator	PG9 Ab binder	TDP2 inh	TCR CD3 inh
Cc1c[nH]c2cccc(-c3ccccc3)c12	0	-1	10	·	2	·	-2	·
NS(=O)(=O)c1ccc(NC(=S)N2CCN(c3cccc(Cl)c3)CC2)cc1	5	1	9	-7	-3	-1.5	-1	14
Cc1ccc(N2C(=S)NC3c4cc(Cl)ccc4OC2(C)C3C(=O)N(C)C)cc1 (stereo not given)	8	-2	1	4	-2	-1.0	-6	-4
COc1cc(C(=O)N2CCN(c3ccccc3)CC2)c2ccccc2n1	5	-1	-1	-3	-2	0.1	4	2
C/C=C(/C)C(=O)O[C@@H]1[C@H](OC(=O)C=C(C)C)c2c(ccc3ccc(=O)oc23)OC1(C)C	-3	-2	-6	-6	-7	3.2	-18	-3
O=C(N/N=C/c1cc2c(cc1Br)OCO2)c1c[nH]c2ccccc12	2	1	-63	-80	-3	-2.1	9	7

(next part)
SMILES | rCAG binder | PRMT1 inh | LEDGF integ inh | SIAE inh | HTRA1 inh | NR1D1 modulator | PG9 Ab binder | mABHD4 FP | TDP2 inh | TCR CD3 inh
Cc1cc(NC(=O)c2ccc3nccnc3c2)ccc1Br | 5 | 1 | -5 | -5 | -24 | 9 | -1.7 | -10 | 4 | -3
Cc1ccccc1C(=O)Nc1ccnn1C1CCN(C(C)Cc2ccccc2F)CC1 (stereo not given) | -19 | 17 | -2 | 1 | -6 | 1 | 0.9 | -6 | -9 | 2
OC[C@@H]1CN(CCNc2ccccc2)C[C@H](n2cnc3c(NCc4ccncc4)ncnc32)O1 | 3 | 6 | 0 | 5 | · | 8 | 2.6 | 2 | 6 | -1
CCC(C(=O)Nc1ccccn1)c1ccccc1 (stereo not given) | -2 | 2 | 14* | 1 | -2 | -4 | 1.1 | 5 | 3 | 0
CCc1ccc(NC(=O)CC2C(=O)Nc3c2c(=O)n(C)c(=O)n3C)cc1 (stereo not given) | 5 | 1 | -4 | 3 | 5 | -3 | -0.1 | -4 | -4 | 5
O=C(O)c1ccc(-n2ncc3c2/C(=C/c2cccc([N+](=O)[O-])c2)CC3)cc1 | 5 | 1 | 1 | -7 | -4 | -1 | -2.3 | 0 | -4 | 7
COCCN1CCN(C(=O)c2ccc3c(c2)S(=O)(=O)c2ccccc2C3=O)CC1 | 0 | 0 | 2 | -1 | · | -1 | -3.1 | 5 | 0 | 3
O=C(Nc1ccc2oc(-c3ccccc3Cl)nc2c1)c1ncn[nH]1 | 16 | 3 | 0 | -13 | -13 | -3 | -0.6 | -22 | -1 | 2
